ERG-DNA inh: qHTS for Small Molecule Inhibitors of the ERG Ets/DNA interaction; 0.028% of 370,000 active; fluorescence polarization, His-ERG Ets domain / labelled DNA; Potency, µM (top dose mostly 76.9 µM), inactives show at the highest dose FP activity, negative = inhibition, hits mostly inhibitors; active means well fitted inhibition curve with a large enough effect in the polarisation, with a control signal flat; inconclusive means small, poorly fitted or top-dose-only effect, or effect the other way, or a change in a side signal; inactive means no such curve, though single readings can be large or run the other way; the % refers to the polarisation;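 further: polarization taken with two DNA probes labelled with fluorescein and Texas red; potency means the concentration at half of the fitted maximal effect; % of control where 0% means no effect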
Target sequence (P11308 whole entry, looked up, the tested form may be a part): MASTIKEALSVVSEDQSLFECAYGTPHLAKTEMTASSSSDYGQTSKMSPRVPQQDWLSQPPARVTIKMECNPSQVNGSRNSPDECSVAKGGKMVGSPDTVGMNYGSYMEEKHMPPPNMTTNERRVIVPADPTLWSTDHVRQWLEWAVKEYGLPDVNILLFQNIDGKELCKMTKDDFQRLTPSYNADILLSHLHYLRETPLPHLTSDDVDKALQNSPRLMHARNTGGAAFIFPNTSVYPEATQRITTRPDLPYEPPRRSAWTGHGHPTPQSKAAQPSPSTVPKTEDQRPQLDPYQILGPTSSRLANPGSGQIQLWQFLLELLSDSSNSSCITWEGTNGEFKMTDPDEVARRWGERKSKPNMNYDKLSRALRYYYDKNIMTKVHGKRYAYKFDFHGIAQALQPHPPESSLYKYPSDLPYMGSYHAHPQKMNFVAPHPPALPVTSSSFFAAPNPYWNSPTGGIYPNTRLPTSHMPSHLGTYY
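His-tagged ERG Ets domain (1 uM in the protein solution; 300mM KCl, 50mM Tris-HCl, 1mM EDTA, 1mM DTT, pH 7.5) received compound, then a probe mix of 5 nM fluorescein-DNA and 100nM Texas-615-DNA. Fluorescence polarization was read for both dyes.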
GLS inh: qHTS for Inhibitors of Glutaminase (GLS); Glutaminase kidney isoform, mitochondrial (Homo sapiens), O94925; GLS enzymatic activity, qHTS titration; Potency, µM (top dose mostly 45.5 µM), without a hit: top-dose activity change, negative = inhibition, usual class: inhibitors; 0.21% of 410,000 active; AID 624170, 2012; further: potency means the concentration at half of the fitted maximal effect; on the % scale 0 is the no-effect control and ±100 the full control effect
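Coupled fluorescence readout: glutamate oxidase/HRP/Amplex Red detect glutamate formed by hKGA from L-glutamine (1 mM solution added). Buffer 45 mM KH2PO4 pH 8.2, 0.02% Tween-20; reads at t0 and 30 min RT.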
Pin1 inh: qHTS Assay to Find Inhibitors of Pin1; Peptidyl-prolyl cis-trans isomerase NIMA-interacting 1 (Homo sapiens), Q13526; Pin1 FP peptide displacement, HiFluor488, 10 min; Potency, µM (highest dose often 115 µM), for inactives: top-dose activity, negative = inhibition, actives largely listed as inhibitors; 0.009% of 390,000 active; active means well fitted inhibition curve with a large enough effect in the polarisation, with a control signal flat, not every such curve was filed as active; inconclusive means small, poorly fitted or top-dose-only effect, or effect the other way, or a change in a side signal; inactive means no such curve, though single readings can be large or run the other way; the % refers to the polarisation; further: potency means the concentration at half of the fitted maximal effect; on the % scale 0 is the no-effect control and ±100 the full control effect
BAZ2B inh: qHTS Assay for Inhibitors of BAZ2B; 4.4% of 360,000 active; Potency, µM (top dose mostly 114 µM), for inactives: top-dose activity change, negative = inhibition, hits mostly inhibitors; AlphaScreen BAZ2B-H3K14Ac peptide displacement; Bromodomain adjacent to zinc finger domain protein 2B (Homo sapiens), Q9UIF8; further: potency means the concentration at half of the fitted maximal effect; on the % scale 0 is the no-effect control and ±100 the full control effect; nearly all actives have a fitted effect of over 60% in size
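Inhibition is scored as reduced AlphaScreen emission. The BAZ2B/b-H3(5-23)K14Ac complex (50 nM each) in PBS pH 7.4, 0.01% Tween-20 meets compound (up to 110 uM) for 30 min at RT before bead addition.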
JMJD2A Tudor inh: qHTS Assay for Inhibitors of JMJD2A-Tudor Domain; Lysine-specific demethylase 4A (Homo sapiens), O75164; AlphaScreen JMJD2A-Tudor / H3K4me3 peptide binding; Potency, µM (highest dose often 114 µM), inactives show top-dose activity change, negative = inhibition, usual class: inhibitors; 4.4% of 390,000 active; further: potency means the concentration at half of the fitted maximal effect; on the % scale 0 is the no-effect control and ±100 the full control effect; nearly all actives have a fitted effect of over 50% in size
G9a inh: qHTS Assay for Inhibitors of Histone Lysine Methyltransferase G9a | Histone-lysine N-methyltransferase EHMT2 (Homo sapiens), Q96KQ7 | G9a H3K9 monomethylation, AlphaScreen, 2 h | Potency, µM (top dose mostly 102 µM), for the others: at the highest dose activity, negative = inhibition, usual class: inhibitors | 8.8% of 350,000 active | AID 504332, 2011; further: potency means the concentration at half of the fitted maximal effect; on the % scale 0 is the no-effect control and ±100 the full control effect; nearly all actives have a fitted effect of over 75% in size
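Compounds were preincubated with 20 nM G9a for 15 min, after which biotinylated H3K9 peptide (500 nM) and SAM (20 uM) started a 2 h room-temperature reaction. Monomethylated product was quantified by antibody-based AlphaScreen chemiluminescence.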
HP1b chromo inh: HTS for Inhibitors of HP1-beta Chromodomain Interactions with Methylated Histone Tails; Chromobox protein homolog 1 (Homo sapiens), P83916; AlphaScreen HP1-beta / biotin-H3K9me3 peptide binding; Potency, µM (highest dose often 114 µM), for inactives: at the top dose activity change, negative = inhibition, usual class: inhibitors; 0.56% of 390,000 active; AID 540317, 2011; further: potency means the concentration at half of the fitted maximal effect; nearly all actives have a fitted effect of over 70% in size; inactives centre near 23
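HP1-beta protein (50 nM final) preincubated 30 min at room temperature with biotinylated H3(1-18)K9me3 peptide (50 nM) in PBS pH 7.4, 0.01% Tween-20, then compound added for 30 min. AlphaScreen streptavidin donor/nickel chelate acceptor beads (10 ug/mL final), 30 min dark, luminescence read.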
PI4K2A block: qHTS for small molecular inhibitors of PI4K2A | Phosphatidylinositol 4-kinase type 2-alpha (Homo sapiens), Q9BTU6 | purified PI4K2A, ADP-Glo luminescence, 1 h; stronger effect = lower value | activity change, negative = inhibition, % at 76.9 µM | 0.13% of 420,000 active; in the data active means activity change below about -50%; inconclusive means mostly about -30% to -49%;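 further: -100% = wells without enzyme as full effect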
Target sequence (Q9BTU6 whole entry, looked up): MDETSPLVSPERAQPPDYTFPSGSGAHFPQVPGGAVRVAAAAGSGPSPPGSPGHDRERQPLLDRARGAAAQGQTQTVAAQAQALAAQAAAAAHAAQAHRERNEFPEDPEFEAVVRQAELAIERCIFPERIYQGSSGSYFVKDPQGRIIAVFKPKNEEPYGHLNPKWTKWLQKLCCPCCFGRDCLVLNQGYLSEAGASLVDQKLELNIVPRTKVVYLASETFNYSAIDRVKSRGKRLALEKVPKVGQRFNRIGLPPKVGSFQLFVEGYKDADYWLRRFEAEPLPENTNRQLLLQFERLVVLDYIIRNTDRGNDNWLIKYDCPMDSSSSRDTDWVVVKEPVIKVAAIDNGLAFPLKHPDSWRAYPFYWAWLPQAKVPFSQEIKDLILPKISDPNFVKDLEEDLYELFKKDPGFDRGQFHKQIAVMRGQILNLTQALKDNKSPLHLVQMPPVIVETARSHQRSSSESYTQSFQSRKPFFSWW
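Compounds are screened against recombinant PI4K2A using PI as substrate and ATP, the latter dispensed at 300 microM. Reactions run one hour at ambient temperature before ADP-Glo detection; full inhibition defined by wells lacking enzyme.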
PGK inhibitor: qHTS Assay to Find Inhibitors of Phosphoglycerate Kinase; AID 602233, 2012; Potency, µM (highest dose often 57.5 µM), for inactives: top-dose activity change, negative = inhibition, most hits filed as inhibitors; PGK/GAPDH coupled, Kinase-Glo luminescence, 60 min; 0.043% of 380,000 active; further: potency means the concentration at half of the fitted maximal effect; on the % scale 0 is the no-effect control and ±100 the full control effect; nearly all actives have a fitted effect of over 60% in size
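Recombinant glycosomal PGK reaction used 1,3-bisphosphoglycerate generated in-well by GAPDH (100nM final) in 100mM TEA pH 7.6, 5mM MgCl2, 0.01% Tween-20. After 60 minutes at room temperature, ATP was read by Kinase-Glo Plus luminescence end-point.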
* hit, by the source's call; i = inactive; ? = inconclusive; nt = no result given; [ ] = remark or other dose. Unless noted, the call rests on the fitted dose curve; in most records, active means well fitted curve in the direction sought with a large enough effect; inconclusive means small, poorly fitted or top-dose-only effect, or another doubt; inactive means no such curve, though single readings can be large; an effect the other way counts as inactive or inconclusive.

SMILES	ERG-DNA inh	GLS inh	Pin1 inh	BAZ2B inh	JMJD2A Tudor inh	G9a inh	HP1b chromo inh	PI4K2A block	PGK inhibitor
C=Cc1ccc(Cn2c(=O)n(-c3cccc(C)c3)c(=O)c3c2c2cc(C)ccc2n3C)cc1	16%	6%	8%	-5%	-5%	-6%[59 µM]	54%[activator]	-1	8%
CN(CC(=O)Nc1cccc(F)c1)C(=O)c1cccnc1Sc1ccccc1	-1%	-5%	0%	-4%	-1%	1%	43%[activator]	2	4%
CCOC(=O)N1CCC(NC(=O)C2CCCN(Cc3nc(-c4cccc(Cl)c4)oc3C)C2)CC1 (centres undefined)	-3%	-2%	-3%	0%	-11%	-10%	33%	4	-2%
Cn1cc(C(=O)NCN2CCCCC2)c2ccccc21	44%[activator]	11%	-1%	4%	-10%	-12%	20%	-9	i
O=C(O)/C(=C\c1c(C(=O)O)[nH]c2cc(Cl)cc(Cl)c12)c1ccccc1	-6%	57%[activator]	?	1%	-10%	?	68%[activator]	-10	-1%
CCOC(=O)c1c(C)[nH]c(C)c1C(=O)COC(=O)/C=C/c1cccc(Cl)c1	-1%	8%	1%	?	?	-18%[59 µM]	?	2	-3%
CCCC[C@@H]1CNC(=O)C(=O)N1CC(C)(C)C	-2%	-7%	-1%	1%	-28%	14%[59 µM]	20%	-2	-22%
NNC(=O)c1cccc(COCC(F)(F)C(F)F)c1	13%	-6%	-1%	-2%	-9%	53%[59 µM]	37%	0	6%
O=C(O)CN1C(=O)c2ccc(Oc3ccc4c(c3)C(=O)N(CC(=O)O)C4=O)cc2C1=O	-3%	-1%	3%	?	-20%	nt	43%[activator]	0	0%
CC(C)(C)OC(=O)N1CCN(C(=O)c2ncn(Cc3ccccc3)c2C(=O)N2CCN(C(=O)OC(C)(C)C)CC2)CC1	13%	5%	-2%	6%	-17%	-2%[0.501 µM]	41%[activator]	0	-8%
Cc1ccc(-n2nc(CO)c(C(=O)NCCCc3ccccc3)n2)cc1	2%	-4%	-4%	5%	-1%	26%[59 µM]	48%[activator]	4	-7%
CCOC(=O)c1c(-c2ccc(C)cc2)csc1NC(=O)c1cc(=O)c2cc(Cl)ccc2o1	1%	1%	-8%	20%	-5%	14%[59 µM]	51%[activator]	-8	-9%
CCCN1CCN(c2ccc([N+](=O)[O-])cc2C#N)CC1	-6%	5%	-9%	-29%	-33%	-46%	17%	4	-2%
COc1cc(OC)cc(C(=O)Nc2cc(C)nn2-c2ccccc2)c1	3%	6%	1%	-7%	-8%	13%	30%	0	-1%
COc1cccc(NC(=O)CSc2nnnn2C2CCCC2)c1	-14%	3%	-2%	-9%	-11%	0%	18%	-18	i
COc1cc(CN2CCNC(=O)C2CC(=O)O)cc(OC)c1 (centres undefined)	0%	1%	0%	-14%	7%	nt	17%	3	3%
COc1ccc(NC(=O)c2c(NCc3ccc(N(C)C)cc3)sc3c2CCC3)cc1	6%	0%	13%	32µM*	56µM*	11µM*	?	-17	5%
CCOC(=O)c1cnc2ccc(Cl)cc2c1N1CCN(C)CC1	nt	-5%	-5%	10%	-8%	3%[12.7 µM]	12%	0	-9%
COc1ccc(NC(=O)CS(=O)c2ccc(F)cc2)cc1 (centres undefined)	-6%	3%	-8%	-2%	-12%	36%	19%	5	i
O=C(O)CCC(=O)Nc1nc2ccc([N+](=O)[O-])cc2s1	0%	-3%	3%	-4%	-17%	-5%	40%[activator]	-3	-17%
COc1ccc(-c2nc3sc(CCNC(=O)C(=O)Nc4ccc(C)c(C)c4)c(C)n3n2)cc1	2%	0%	0%	-14%	-16%	-4%[59 µM]	24%	-2	i
Cc1csc(NC(=O)CSc2nc3ccccc3c(=O)[nH]2)n1	8%	-4%	3%	-2%	-5%	26%[59 µM]	32%	-2	-13%
O=C1Nc2ccccc2/C1=C\C(=O)c1ccccc1	-2%	7%	1%	-26%	?	25µM*	-15%	6	i
CCCc1cnc2c(c1SCC(=O)NCc1ccc(C)cc1)c(=O)n(C)c(=O)n2C	1%	-10%	-14%	-23%	-14%	10µM*	1%	-3	i
C=CC[C@@H](CC(=O)N[C@H](CO)Cc1ccccc1)C(=O)N[C@@H](COC(=O)[C@@H](CC=C)CC(=O)OC(C)(C)C)Cc1ccccc1	-2%	-3%	1%	nt	-19%	nt	14%	1	-2%

An excerpt of these results, with two lines to a compound.
Values run as follows: ERG-DNA inh	GLS inh	Pin1 inh	BAZ2B inh	JMJD2A Tudor inh	G9a inh	HP1b chromo inh	PI4K2A block	PGK inhibitor
> COc1cccc(NC(=O)CSc2nnnn2C2CCCC2)c1
    -14%	3%	-2%	-9%	-11%	0%	18%	-18	i
> COc1cc(CN2CCNC(=O)C2CC(=O)O)cc(OC)c1 (centres undefined)
    0%	1%	0%	-14%	7%	nt	17%	3	3%
> COc1ccc(NC(=O)c2c(NCc3ccc(N(C)C)cc3)sc3c2CCC3)cc1
    6%	0%	13%	32µM*	56µM*	11µM*	?	-17	5%

The list goes on:
SMILES	ERG-DNA inh	GLS inh	Pin1 inh	BAZ2B inh	JMJD2A Tudor inh	G9a inh	HP1b chromo inh	PI4K2A block	PGK inhibitor
CN=C1N(C)C[C@@H]2[C@@H]3C(=O)N(C)C(=O)[C@@H]3[C@](C)(C(=O)OC)N12	-2%	-1%	2%	nt	-22%	nt	76%[activator]	-2	-10%
c1ccc2c(CN3CCOCC3)c3ccccc3c(CN3CCOCC3)c2c1	nt	19%	-7%	-33%	-17%	?	22%	2	6%
Cc1ccc(NC(=O)c2ncn(CC(=O)NCc3ccc4[nH]ccc4c3)n2)cc1C	-9%	4%	3%	nt	-19%	nt	2%	-3	3%
CCN(C(=O)COC(=O)c1cc2c(s1)CCC(C)C2)c1c(N)n(Cc2ccccc2)c(=O)[nH]c1=O (centres undefined)	-5%	-17%	13%	nt	-12%	nt	12%	-21	-8%
CCN1C(=NCC(C)C)N[C@@H](c2cccc(C(F)(F)F)c2)C(C(=O)OC)=C1C	13%	1%	3%	?	18µM*	7%[12.7 µM]	31%	3	-2%
O=C(CCCCCn1c(=S)[nH]c2ccc(N3CCOCC3)cc2c1=O)NCc1cccc(Cl)c1	3%	1%	8%	13%	-13%	-2%	17%	-3	2%
O=C(CN1CCOCC1)NCCNC(=O)CN1CCOCC1	-3%	2%	-2%	-1%	-5%[57.1 µM]	2%[12.7 µM]	43%[activator]	0	-1%
CC(C)(C)c1ccc(OCC(=O)N/N=C/c2ccc(N3CCOCC3)cc2)cc1	-7%	3%	-3%	0%	-23%	-5%[59 µM]	9%	7	-2%
CCc1ccc(-c2cc(C)no2)cc1S(=O)(=O)N1CCN(C(=O)c2ccco2)CC1	6%	4%	3%	?	-28%	nt	-1%	5	8%
c1ccc(OCCN2CCNCC2)cc1	5%	-4%	2%	nt	-3%	nt	54%[activator]	-16	i
Cc1nc2ccn(Cc3ccco3)c(=O)c2cc1C(=O)N1CCN(c2ccccc2)CC1	-4%	4%	-2%	-9%	-11%	7%[59 µM]	48%[activator]	1	1%
CCCCC(=O)NC(c1ccc(C(C)C)cc1)c1ccc2cccnc2c1O (centres undefined)	-7%	-1%	5%	-10%	-15%	34%[59 µM]	54%[activator]	3	-3%
Cc1cc(C(=O)Cn2cc(C(F)(F)F)ccc2=O)c(C)n1-c1ccccc1	-21%	6%	-4%	?	-21%	-3%[59 µM]	-20%	-2	7%
COc1ccc(CNCc2ccc(C)cc2)c(OC)c1	-3%	2%	-3%	56µM*	3.2µM*	35µM*	?	5	-1%
COc1cc(C(=O)Nc2ccc3c(c2)OCCO3)ccc1-n1cnnn1	8%	0%	1%	-12%	-21%	-36%[12.7 µM]	13%	3	-5%
COc1cccc(N2CCN(C(=O)C(CCSC)NS(=O)(=O)c3ccc4c(c3)oc(=O)n4C)CC2)c1 (centres undefined)	-4%	2%	-3%	3%	-26%	-22%[59 µM]	30%	-3	-1%
O=C(O)CC1NC(=O)N(c2ccc(Cl)cc2)C1=O (centres undefined)	2%	1%	7%	-33%	-14%	-34%[12.7 µM]	18%	4	-3%
CCOc1ccccc1NC(=O)C1CCN(S(=O)(=O)c2ccc3c(c2)CCCN3C(C)=O)CC1	8%	0%	-10%	5%	-14%	11%[59 µM]	14%[57 µM]	-4	-8%
Cc1cc(OCC(=O)NCC2(N3CCN(C)CC3)CCCCC2)cc(C)c1Cl	0%	14%	-1%	-5%	0%	1%[59 µM]	42%[activator]	-1	nt
Cc1cccn2c(=O)c(/C=C(\C#N)S(=O)(=O)c3ccccc3)c(N3CCN(C)CC3)nc12	-24%	-6%	3%	-33%	-25%	?	-1%	3	-4%
CCCNC(=O)C1CN(S(=O)(=O)c2ccc(Cl)s2)c2ccccc2O1 (centres undefined)	0%	5%	5%	0%	-1%	-1%	32%	1	6%

Compound activity as filed in PubChem BioAssay.
